# High-throughput results (PubChem)
# M. tuberculosis GlmU: inhibition of mycobacterial GlmU enzyme – biochemical, glucosamine-1-phosphate acetyltransferase (AID 1376); hit rate 0.25% among 220,000; M. tuberculosis GlmU acetyltransferase enzyme assay; higher % means a stronger effect; inhibition, %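 (tested at 30 µM in the primary screen)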; hits with a dose series show IC50 in µM; Bifunctional protein GlmU (Mycobacterium tuberculosis (strain ATCC 25618 / H37Rv)); in the data active means inhibition above about 13%; inconclusive means no clear call, values can overlap the other calls;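 further: 0% = complete reaction with vehicle and 100% = reaction without substrate; strong numbers were not always called active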
# Mtb RmlCD inh: M. tuberculosis RmlC/RmlD coupled enzyme inhibitors, primary screen, biochemical, compound mixtures, 384-well, from 1536-well plates. dTDP-4-dehydrorhamnose reductase (Mycobacterium tuberculosis (strain ATCC 25618 / H37Rv)) …. RmlC+RmlD coupled enzyme assay, percent inhibition; primary screen in compound mixtures. inhibition, % at 3.6 µM. hit rate 0.03% among 160,000; in the data active means inhibition mostly above about 34%, no sharp cut-off; inconclusive means no clear call, values can overlap the other calls; inactive means mostly below about 22%; further: some results filed as inactive read as strong as hits
# Target sequence (P9WH09 whole entry, looked up): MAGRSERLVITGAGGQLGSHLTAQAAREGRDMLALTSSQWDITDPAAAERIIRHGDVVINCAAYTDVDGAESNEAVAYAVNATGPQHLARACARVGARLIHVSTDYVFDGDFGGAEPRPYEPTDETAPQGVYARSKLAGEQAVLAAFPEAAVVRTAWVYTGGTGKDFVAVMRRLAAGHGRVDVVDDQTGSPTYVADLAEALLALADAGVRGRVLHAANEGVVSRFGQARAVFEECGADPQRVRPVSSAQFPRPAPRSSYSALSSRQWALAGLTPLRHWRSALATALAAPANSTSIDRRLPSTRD
# Target sequence (P9WH11 whole entry, looked up): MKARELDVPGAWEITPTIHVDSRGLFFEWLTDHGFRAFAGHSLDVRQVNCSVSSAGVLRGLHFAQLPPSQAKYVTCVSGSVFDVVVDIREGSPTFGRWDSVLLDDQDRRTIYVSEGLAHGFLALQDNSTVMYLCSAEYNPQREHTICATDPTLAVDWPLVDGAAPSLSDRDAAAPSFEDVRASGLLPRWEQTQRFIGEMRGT
# The depositor's hits bear a star; ? = inconclusive; · = not tested or not shown. Some of the compounds tested, so the mix of outcomes need not match the whole.
mol,M. tuberculosis GlmU,Mtb RmlCD inh
Cc1csc(SCC(=O)Nc2nc3ccccc3s2)n1,3.5%,·
CC(C)CN1CCNC(=O)C1CC(=O)NCCc1ccc(C(F)(F)F)cc1 (stereo unspecified),-2.1%,5.0
NC(=O)c1ccc(C23CC4CC(CC(C4)C2)C3)o1,-6.7%,-4.0
O=c1cc(N2CCCCC2)c(-c2ccccc2)nn1Cc1ccccc1,-1.1%,6.4
Cc1cccc(NC(c2ccc(O)cc2)c2ccc3ccc(C)nc3c2O)n1 (stereo unspecified),3.8%,68.1
O=C1CC(N2CCN(Cc3ccc4c(c3)OCO4)CC2)C(=O)N1c1ccccc1 (stereo unspecified),-6.5%,·
O=C(COc1cc(Cl)c(Cl)cc1Cl)N1CCN(c2ccccn2)CC1,-5.1%,7.4
COc1ccc(/C=C/C(=O)NC(=S)Nc2ccc(S(=O)(=O)Nc3cc(OC)ncn3)cc2)cc1,1.7%,8.4
C[C@]12CC[C@@H]3c4ccc(O)cc4CC[C@H]3[C@@H]1CC[C@@H]2OC(=O)CCC1CCCC1,1.4%,·
O=C(NCc1ccccc1)c1cccc(Br)n1,-2.0%,·
CCc1cccc(C)c1NC(=S)N(CCN(C)C)C(C)c1ccco1 (stereo unspecified),-1.5%,-3.9
Cc1ccc(S(=O)(=O)Cc2ccccc2Cl)cc1,0.6%,-7.5
O=C(NN1CCN(Cc2ccccc2)CC1)c1ccc(N2CCOCC2)c([N+](=O)[O-])c1,-5.9%,5.0
COc1ccccc1-c1c(-c2ccc(OCC(=O)NN)cc2O)n[nH]c1C(F)(F)F,-4.9%,9.4
CCOC(=O)C1CCN(CCC(=O)Nc2ccccc2Cl)CC1,-2.3%,·
CCOC(=O)CN(C)C(=O)CCc1nnc(-c2ccsc2)o1,-0.6%,2.2
CC(C)(C)c1ccc(S(=O)(=O)Nc2ccc(Cc3ccncc3)cc2)cc1,0.4%,5.5
CC(C)OC(=O)c1c(NC(=O)c2cnn3c2NC(c2ccccc2)CC3C(F)F)sc2c1CCCC2 (stereo unspecified),·,12.1
OC(COc1ccccc1)CN1C2=NCCCN2c2ccccc21 (stereo unspecified),-2.9%,9.0
Cc1cc(NC(=O)COC(=O)c2ccc(F)c(S(=O)(=O)N3CCOCC3)c2)no1,-1.2%,·
Cc1cc(N2CC(=O)N(CCc3ccccc3)C(=O)C2)n2ncnc2n1,6.9%,12.6
Cc1cccc(OCCCC(=O)Nc2ccc(N3CCOCC3)cc2)c1,-1.1%,4.5
CCOC(=O)C1=C(CC)Nc2ccccc2N=C1NC(=O)c1cc(S(=O)(=O)N(C)C)ccc1Cl,-1.7%,·
CC(Sc1ccc(Cl)cc1)C(=O)NCC1CCCO1 (stereo unspecified),1.4%,2.6
Cc1ccc(NC(=O)C(=O)NCc2ccc(/C=C(/C#N)C(=O)NCc3cccnc3)o2)cc1,-0.5%,·
CC(Oc1ccccc1Cl)C(=O)/C=C/N(C)C (stereo unspecified),2.2%,-3.2
O=C(CN1CCCc2ccccc21)N1CCc2ccccc21,84.0%,4.6
C=CCc1ccccc1OCCn1ccnc1,5.4%,-0.7
CC(C)CCN1CCN(Cc2ccc(C#CCCO)cc2)CC1CCO (stereo unspecified),1.5%,-10.4
O=C(CCc1nnc(Cc2ccc(-c3ccccc3)cc2)o1)NCCc1cccnc1,0.6%,0.2
CC1/C(=N/O)C(CN(C)C)C2CC1C2(C)C (stereo unspecified),-0.1%,·
CC(N=Cc1nc(-c2ccccc2)oc1O)c1ccccc1 (stereo unspecified),·,10.4
C=CCn1c(C2CC(=O)N(c3ccc(C)cc3)C2)nc2ccccc21 (stereo unspecified),2.8%,4.3
CC(C)OC(=O)/C(=C\c1cccnc1)NC(=O)c1ccccc1,2.8%,-9.2
O=C(NCCCN1CCCCC1)C1CCC(=O)N1CCc1ccccc1 (stereo unspecified),0.7%,6.7
COc1ccc2cc(S(=O)(=O)n3cnc(C)c3)ccc2c1,-2.8%,3.2
COC(=O)c1ccc(NC(=O)CN(c2ccc(C)cc2)S(=O)(=O)c2c(C)nn(C)c2C)cc1,-1.6%,-4.6
Cc1ccc(-n2nnc3ccccc3c2=O)cc1C,-1.2%,5.5
CC1CN(c2ccc(NC(=S)Nc3ccc(N4CC(C)OC(C)C4)cc3)cc2)CC(C)O1 (stereo unspecified),-7.2%,18.0
O=C1CCC(=O)N1CCc1c[nH]c2ccccc12,7.5%,·
CC(C)c1ccc(N(CC(=O)O)S(=O)(=O)c2cccnc2)cc1,3.1%,7.4
O=C1CC(Cc2ccc(Cl)cc2)C(=O)N1c1cc(Cl)ccn1 (stereo unspecified),0.9%,-6.2
Cc1ccc(S(=O)(=O)N2CCCOC2CNC(=O)C(=O)NCCc2c[nH]c3ccccc23)cc1 (stereo unspecified),3.8%,-7.2
CC(C)c1ccc(/C=C/C(=O)NCCCc2ccccc2)cc1,2.4%,·
O=C(/C=C/c1ccc(Cl)cc1Cl)c1nc2ccccc2[nH]1,-5.2%,-3.8
CCOC(=O)c1ccc(S(=O)(=O)N2CCN(C(=O)c3cc(=O)c4ccccc4o3)CC2)cc1,3.4%,-19.1
COC(=O)c1sccc1NC(=O)c1cc(OC)c(OC)c(OC)c1,0.0%,0.5
CC(=O)c1ccc(N2CCC(c3cc(-c4ccc(Cl)cc4)n[nH]3)CC2)c([N+](=O)[O-])c1,0.4%,25.2
COc1cccc(C(=O)Nc2sc3c(c2C#N)CCN(C(C)=O)C3)c1,1.8%,10.1
N/C(=N\OC(=O)c1cc(Cl)ccc1Cl)c1ccccn1,0.1%,·
CCNC(=S)N1CCC(NC(=O)C2CCCCC2)CC1,0.8%,-4.4
Cc1cccc(/C(N)=N/OC(=O)CCC2CCCCC2)c1,3.0%,4.2
Cc1ccc(NNC(=O)c2c(F)cccc2Cl)cc1C,2.2%,-4.7
Nc1ccccc1SCC(=O)Nc1nccs1,2.4%,·
COc1ccccc1NS(=O)(=O)c1ccc(S(=O)(=O)N2CCOCC2)cc1,1.6%,8.6
C=CCn1c(COc2cccc3ccc(C)nc23)nnc1SCC(=O)OC,0.5%,?
Cc1ccc(O)c(C2=NCCNC(C(F)(F)F)=C2)c1,2.9%,·
C#CCOc1nc(Nc2cccc([N+](=O)[O-])c2)nc(OCC#C)n1,-5.0%,6.2
O=c1c(C(c2ccc(F)cc2)c2c(O)nc3n(c2=O)CCCS3)c(O)nc2n1CCCS2,4.8%,-0.9
COCCNC(=O)c1sc2ncn(CC(=O)N3CCCCC3)c(=O)c2c1C,2.9%,11.5

# Remaining list, next part.
Compound | M. tuberculosis GlmU | Mtb RmlCD inh
CC1(C)CC(=O)C2=C(C1)C(c1cn(-c3ccccc3)nc1-c1ccccc1)C(C#N)=C(N)O2 (stereo unspecified) | -2.5% | 9.0
Cc1noc(C(=O)Nc2ccccc2C(F)(F)F)c1Cl | 6.0% | ·
CO/N=C/C(=N\Nc1ccc(OC)cc1)C(=O)c1ccc(OC)cc1 | 1.1% | 10.7
CCCC(=O)NC(c1ccco1)c1cc([N+](=O)[O-])c2cccnc2c1O (stereo unspecified) | 0.0% | -0.3
O=C1CCCC(O)=C1N=Nc1ccc2ncsc2c1 | -1.0% | ·
COc1ccc(S(=O)(=O)N2CCCN(Cc3cccc(F)c3)CC2)cc1 | · | 12.4
CN(C)S(=O)(=O)c1ccc(C(=O)Nc2ccnn2C2CCCCC2)cc1 | -5.2% | 5.8
O=S(=O)(c1ccc(F)cc1)n1ccc(-c2cnc(-c3ccccc3)s2)n1 | -3.6% | ·
CCCCOC(=O)c1ccc(N/C(=N\S(=O)(=O)c2ccccc2)c2ccccc2)cc1 | -0.4% | ·
CCCC(=O)Nc1ccc(Cl)c(NC(=O)c2ccc([N+](=O)[O-])cc2Cl)c1 | 1.6% | 2.7
Cc1ccc(C)n1CCN1CCN(CC(=O)Nc2ccc(S(N)(=O)=O)cc2)CC1 | 1.8% | ·
Cn1c(N2CCN(c3ccccn3)CC2)nc2c1c(=O)n(Cc1ccccc1Cl)c(=O)n2C | 3.3% | ·
CCn1cc(C2=NC(CCSC)CO2)c2ccccc21 (stereo unspecified) | -3.9% | 3.8
O=C(OCC(=O)N1CCN(S(=O)(=O)c2ccccc2)CC1)c1ccc([N+](=O)[O-])o1 | -0.7% | 4.1
CC(C)NC(=O)c1cc2c(C(F)(F)F)nn(C)c2s1 | 1.1% | -12.2
CN(C)CCCNCCCNC(=O)/C(=N\O)c1ccccn1 | 3.8% | -6.0
O=C(Nc1cccc([N+](=O)[O-])c1)Nc1cccs1 | -5.1% | -5.5
O=C(NCc1ccncc1)c1cn(-c2ccccc2)nc1-c1cccnc1 | 3.2% | 13.8
C=CCNC(=O)c1ccc2nccnc2c1 | -0.4% | -0.5
Cc1cc(C#N)c(C)n1-c1cc(C(F)(F)F)ccc1N1CCOCC1 | 1.8% | ·
CCC(C)C(NC(N)=O)C(=O)Nc1ccc(C)c(Cl)c1 (stereo unspecified) | 3.3% | 6.5
CC(C)n1c(Nn2cnnc2)nc2ccccc21 | -0.9% | -5.8
C=CCc1c(C)[nH]c(=S)c(C#N)c1C | 3.6% | -4.8
COC(=O)c1cccc(NC(=S)N2CCOCC2)c1 | 2.0% | -8.8
C=CCC1Cc2c(Br)cccc2C(CC=C)N1 (stereo unspecified) | 2.7% | 0.4
O=C(O)CCC(=O)N1N=C(c2c(-c3ccccc3)c3cc(Cl)ccc3[nH]c2=O)CC1c1cccs1 (stereo unspecified) | 5.3% | -16.5
O=C(NCc1ccc2c(c1)OCO2)c1ccc2snnc2c1 | -0.7% | 4.9
O=C1C=C(NCCNc2c(F)c(F)c(CO)c(F)c2F)CCC1 | 8.3% | ·
CC1CCC(C(=O)NC(C(=O)NCc2ccccn2)C(C)C)CC1 (stereo unspecified) | 0.2% | ·
CCOC(=O)c1ccc2nc3c(cc2c1)CCS3 | -1.6% | 4.9
CCCCOc1ccc(NC(=O)CSCC(=O)OCC)cc1 | 0.5% | ·
C[C@H](NC(=O)c1nc[nH]c1C(=O)N[C@@H](CCCCNC(=O)OC(C)(C)C)C(=O)OC(C)(C)C)C(=O)OC(C)(C)C | -1.5% | ·
O=C1CCC(=O)N1OCCOc1ccc2c(c1)CCC2 | 2.5% | 10.7
CCc1nc2c(c(=O)c3ccccc3n2C)c(=O)n1C1CCCCCC1 | -4.0% | -10.3
Cn1c(=O)c2[nH]c(-c3ccccc3O)nc2n(C)c1=O | · | 4.0
O=C(Nc1ccc(Cl)cc1C(=O)NCCN1CCOCC1)c1ccc(Cl)cc1Cl | 0.9% | ·
COCCNC(=O)COc1ccc(Br)cc1Cl | -1.0% | -8.0
Cc1ccc(S(=O)(=O)N(c2nc(N(C)C)nc(N(C)C)n2)n2cnnc2)cc1 | -4.3% | 16.4
Cc1ccc(NC(=O)CSCC(=O)NCCc2ccccn2)c(C)c1 | -1.6% | 4.3
Cc1c(C(=O)N2CCC(C(N)=O)CC2)sc(N)c1C#N | -1.3% | -2.1
CC1N(O)C(C)(C)C(c2ccccc2)=[N+]1[O-] (stereo unspecified) | 2.7% | -2.7
O=C(O)Cc1csc(NC(=O)CSc2nnnn2-c2ccc(O)cc2)n1 | 2.1% | 5.3
O=[N+]([O-])c1cccc(CN(CCO)Cc2ccccc2)c1 | -5.6% | ·
CC(NC(=O)Cc1ccccc1)c1cc2c(cc1Br)OCCCO2 (stereo unspecified) | 7.0% | -0.5
CC(=O)N(c1nc(CCl)cs1)c1ccc(C)cc1C | 0.5% | ·
O=C1CCCN1CN(C(=O)c1ccc2c(c1)OCO2)c1cccc(Cl)c1 | 3.6% | 8.7
Cc1ccccc1NC(=O)CSC1=NCCN1 | -10.9% | 3.4
Cc1ccc(C(=O)CSc2nnnn2C(C)C)c(C)c1 | 7.1% | 108.3

# Reformatted: three of the compounds above
> COCCNC(=O)c1sc2ncn(CC(=O)N3CCCCC3)c(=O)c2c1C
  M. tuberculosis GlmU: 2.9%
  Mtb RmlCD inh: 11.5
> CC1(C)CC(=O)C2=C(C1)C(c1cn(-c3ccccc3)nc1-c1ccccc1)C(C#N)=C(N)O2 (stereo unspecified)
  M. tuberculosis GlmU: -2.5%
  Mtb RmlCD inh: 9.0
> Cc1noc(C(=O)Nc2ccccc2C(F)(F)F)c1Cl
  M. tuberculosis GlmU: 6.0%
  Mtb RmlCD inh: ·

# The listing continues:
Compound | M. tuberculosis GlmU | Mtb RmlCD inh
O=C(CSc1ncccc1C(=O)O)c1ccccc1F | 0.9% | 8.4
CC1CN(CCOc2ccc(Cl)cc2Cl)CC(C)O1 (stereo unspecified) | -3.3% | 5.1
Cc1ccsc1CN(C)Cc1nc(C2CC2)no1 | 0.3% | -5.7
CC(C)Cn1c(SCC(=O)N2CCN(C(=O)c3ccco3)CC2)nc2ccccc2c1=O | 3.2% | 2.6
COC(=O)C(C)Sc1nc2c(c(=O)n(C)c(=O)n2C)n1CCC(C)C (stereo unspecified) | 1.7% | ·
C=C1c2ccccc2NC(=O)N1c1ccc(OC)cc1 | -3.0% | -2.7
COc1ccc(C2CC(=O)c3c(ccc4ccccc34)N2)cc1OC (stereo unspecified) | · | -6.6
CCN(C(=O)COc1ccccc1)c1nnc(-c2cccnc2)s1 | 0.5% | -10.8

# One compound at a time, as listed above.
# `C=C1c2ccccc2NC(=O)N1c1ccc(OC)cc1` across the screens: M. tuberculosis GlmU: -3.0%; Mtb RmlCD inh: -2.7
# `Cc1ccsc1CN(C)Cc1nc(C2CC2)no1` across the screens: M. tuberculosis GlmU: 0.3%; Mtb RmlCD inh: -5.7
